Source: PubChem (National Center for Advancing Translational Sciences (NCATS))
rTrxR1 inhibitor – inhibitors of rat thioredoxin reductase 1 | O89049 | recombinant rTrxR1, NADPH fluorescence consumption, selenite substrate | Potency, µM (highest dose often 114 µM), for the others: top-dose activity change, negative = inhibition, usual class: inhibitors | hit rate 1% among 390,000; also: potency is read from the fitted curve at half-maximal effect; % is scaled to controls: 0 for no effect and ±100 for the full control effect; nearly all actives have a fitted effect of over 65% in size
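Rat TrxR1 (90 nM in the dispensed reagent) was pre-reduced with 400 uM NADPH for 5 min at room temperature, then incubated with compound for 15 min. After 400 uM selenite was added, NADPH fluorescence (Ex 340/Em 450 nm) was followed for 8 min.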
PGK inhibitor – T. brucei PGK inhibition; PGK/GAPDH coupled, Kinase-Glo luminescence, 60 min; Potency, µM (series often up to 57.5 µM), for inactives: at the top dose activity change, negative = inhibition, actives largely listed as inhibitors; hit rate 0.043% among 380,000; also: potency is read from the fitted curve at half-maximal effect; % is scaled to controls: 0 for no effect and ±100 for the full control effect; nearly all actives have a fitted effect of over 60% in size
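Recombinant glycosomal PGK reaction used 1,3-bisphosphoglycerate generated in-well by GAPDH (100nM final) in 100mM TEA pH 7.6, 5mM MgCl2, 0.01% Tween-20. After 60 minutes at room temperature, ATP was read by Kinase-Glo Plus luminescence end-point.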
TrxR1 substrate – is turned over as a substrate by rat TrxR1; O89049; purified TrxR1 substrate turnover, NADPH consumption readout; Potency, µM (highest dose often 114 µM), for the others: at the highest dose activity change, negative = substrate turnover; hit rate 0.01% among 390,000; also: potency is read from the fitted curve at half-maximal effect; % is scaled to controls: 0 for no effect and ±100 for the full control effect; nearly all actives have a fitted effect of over 50% in size
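Rat TrxR1, dispensed at 90 nM, was prereduced with 400 uM NADPH (final) for 5 min at ~22 deg C, then incubated with compound 15 min before 400 uM selenite. A first-read NADPH fluorescence drop versus no-compound background flagged substrates.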
IDH1 R132H inh – inhibitors of human mutant IDH1 R132H; IDH1-R132H enzyme, NADPH consumption, diaphorase/resazurin fluorescence; O75874; hit rate 0.093% among 390,000; Potency, µM (highest dose often 76.6 µM), inactives show at the top dose activity change, negative = inhibition, most hits filed as inhibitors; also: potency is read from the fitted curve at half-maximal effect; % is scaled to controls: 0 for no effect and ±100 for the full control effect; nearly all actives have a fitted effect of over 65% in size
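IDH1-R132H (0.5 ug/mL) preincubated 30 min with compound, then NADPH (0.016 mM) and alpha-KG (2 mM) added; 80 min at RT, pH 7.5. Remaining NADPH coupled via diaphorase/resazurin to fluorescence (540/590 nm); concentration-response curves normalized to no-enzyme control.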
HP1b chromo inh – inhibitors of HP1-beta chromodomain binding to methylated histone tails; Potency, µM (highest dose often 114 µM), without a hit: top-dose activity change, negative = inhibition, usual class: inhibitors; P83916; hit rate 0.56% among 390,000; AlphaScreen HP1-beta / biotin-H3K9me3 peptide binding; also: potency is read from the fitted curve at half-maximal effect; nearly all actives have a fitted effect of over 70% in size; inactives centre near 23
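AlphaScreen: HP1-beta (50 nM) preformed 30 min with biotin-H3(1-18)K9me3 peptide (50 nM) in PBS pH 7.4, 0.01% Tween-20. Compound added for 30 min at RT, then streptavidin donor/nickel chelate acceptor beads (10 ug/mL) for 30 min.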
PI4K2A inh – inhibitors of human PI4K2A; Q9BTU6; activity change, negative = inhibition, % at 76.9 µM; hit rate 0.13% among 420,000; purified PI4K2A, ADP-Glo luminescence, 1 h; active compounds read low; in the data active = activity change below about -50%; inconclusive = mostly about -30% to -49%;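 also: -100% = wells without enzyme as full effect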
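In this quantitative HTS, ADP production by PI4K2A was quantified luminescently after 1 h at ambient temperature; 100 microM adenosine served as plate-quality control.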
USP1-UAF1 inh – blocks the human USP1/UAF1 deubiquitinase complex; recombinant USP1/UAF1, Ub-Rhodamine cleavage fluorescence; hit rate 0.23% among 390,000; Potency, µM (doses to about 57.1 µM), without a hit: top-dose activity change, negative = inhibition, usual class: inhibitors; also: potency is read from the fitted curve at half-maximal effect; % is scaled to controls: 0 for no effect and ±100 for the full control effect; nearly all actives have a fitted effect of over 60% in size; inactives centre near -12
Target sequence (O94782 whole entry, looked up): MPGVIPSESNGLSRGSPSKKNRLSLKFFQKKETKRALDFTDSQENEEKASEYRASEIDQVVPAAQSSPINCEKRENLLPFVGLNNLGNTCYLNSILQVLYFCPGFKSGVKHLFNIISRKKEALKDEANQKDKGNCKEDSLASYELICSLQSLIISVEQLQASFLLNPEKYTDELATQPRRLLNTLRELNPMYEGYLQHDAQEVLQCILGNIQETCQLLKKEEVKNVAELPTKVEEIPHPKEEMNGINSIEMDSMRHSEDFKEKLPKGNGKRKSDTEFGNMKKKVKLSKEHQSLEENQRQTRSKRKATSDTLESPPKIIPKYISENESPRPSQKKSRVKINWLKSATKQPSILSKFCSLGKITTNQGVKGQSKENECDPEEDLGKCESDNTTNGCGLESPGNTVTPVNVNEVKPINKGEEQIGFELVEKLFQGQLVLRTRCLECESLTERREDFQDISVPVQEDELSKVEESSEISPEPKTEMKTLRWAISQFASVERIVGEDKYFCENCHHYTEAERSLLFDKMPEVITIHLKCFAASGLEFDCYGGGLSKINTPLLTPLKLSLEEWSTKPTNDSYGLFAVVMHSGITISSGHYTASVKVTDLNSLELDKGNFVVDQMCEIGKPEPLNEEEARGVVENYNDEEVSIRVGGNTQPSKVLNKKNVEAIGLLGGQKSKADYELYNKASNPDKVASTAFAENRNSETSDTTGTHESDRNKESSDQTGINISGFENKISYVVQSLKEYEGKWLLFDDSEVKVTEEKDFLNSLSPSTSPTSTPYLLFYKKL
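USP1/UAF1 complex (1 nM) preincubated 15 min at room temperature with compound, then Ub-Rho substrate (150 nM final) added. Kinetic fluorescence at 480/540 nm over 6 reads at 60 s intervals; 50 mM HEPES pH 7.8, 0.5 mM EDTA, 0.1 mg/ml BSA, 1 mM TCEP, 0.01% Tween-20.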
Pin1 inhibitor – blocks the human prolyl isomerase Pin1 | Q13526 | Pin1 FP peptide displacement, HiFluor488, 10 min | Potency, µM (titrated, usually from 115 µM), for inactives: at the highest dose activity, negative = inhibition, most hits filed as inhibitors | hit rate 0.009% among 390,000 | AID 504891; active = well fitted inhibition curve with a large enough effect in the polarisation, with a control signal flat, not every such curve was filed as active; inconclusive = small, poorly fitted or top-dose-only effect, or effect the other way, or a change in a side signal; inactive = no such curve, though single readings can be large or run the other way; the % refers to the polarisation; also: potency is read from the fitted curve at half-maximal effect; % is scaled to controls: 0 for no effect and ±100 for the full control effect
Target sequence (Q13526 whole entry, looked up): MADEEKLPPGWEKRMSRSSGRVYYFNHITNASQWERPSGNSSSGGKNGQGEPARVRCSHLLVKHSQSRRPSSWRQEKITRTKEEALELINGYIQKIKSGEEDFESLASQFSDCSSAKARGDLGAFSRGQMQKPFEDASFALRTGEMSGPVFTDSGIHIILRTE
GLS inh – glutaminase GLS (human) inhibition | GLS enzymatic activity, qHTS titration | Potency, µM (top dose mostly 45.5 µM), without a hit: top-dose activity change, negative = inhibition, most hits filed as inhibitors | hit rate 0.21% among 410,000 | AID 624170; also: potency is read from the fitted curve at half-maximal effect; % is scaled to controls: 0 for no effect and ±100 for the full control effect
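Two-point fluorescence kinetic (t0, 30 min RT) for hKGA; glutamate detected via glutamate oxidase–HRP–Amplex Red. Substrate: 1 mM L-glutamine solution; buffer 45 mM KH2PO4, pH 8.2.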
* hit, by the source's call; i = inactive; ? = inconclusive; nt = no result given; & = joins results of further samples; [ ] = remark or other dose. Unless noted, calls follow the shape of the dose curve; as a rule, active = well fitted curve in the direction sought with a large enough effect; inconclusive = small, poorly fitted or top-dose-only effect, or another doubt; inactive = no such curve, though single readings can be large; an effect the other way counts as inactive or inconclusive. The list is partial (hit frequency here may not be typical).

Structure | rTrxR1 inhibitor | PGK inhibitor | TrxR1 substrate | IDH1 R132H inh | HP1b chromo inh | PI4K2A inh | USP1-UAF1 inh | Pin1 inhibitor | GLS inh
CCN(CC)c1ccc(NC(=O)c2cc(CN3CCCC3)on2)c(C)c1 | 0%[57.1 µM] | i | -7%[57.1 µM] | 22% | 14% | 2 | 5% | -7% | 41%[activator]
CCC(C(=O)NC1CCCCC1)N(Cc1cccs1)C(=O)c1snc(C(N)=O)c1N (stereo unspecified) | 11%[57.1 µM] | 0% | 8%[57.1 µM] | 0% | 65%[activator] | 1 | -18% | -2% | -5%
CSc1ccc(Cl)c(C(=O)OCC(=O)NC2CC2)c1 | -2% | 2% | 6% | 2% | 48%[activator] | 5 | -13% | -2% | 13%
COc1ccc(CC(=O)OC(C)CN2CCCCC2)cc1 (stereo unspecified) | 19% | -1% | 1% | -9% | 24% | 1 | -10% | 0% | -3%
COc1ccc(C(=O)NC(=O)COC(=O)C2CC2C)cc1 (stereo unspecified) | 9% | 9% | 0% | 3% | 42%[activator] | 4 | -1% | -1% | 6%
CCCCN1C(=O)C(CC(=O)NCCc2ccccn2)CC(C(=O)N2CCOCC2)=C1C (stereo unspecified) | nt | -3% | nt | 16% | nt | -2 | -9% | nt | -11%
COc1ccccc1Nc1nc(-c2sc(NC(=O)CC(C)C)nc2C)cs1 | -6% | 8% | -6% | 6% | -17% | -4 | 4% | 40%[activator] | 11%
O=C1CCC(=O)N1OCCCCOc1ccccc1 | 1%[57.1 µM] | -6% | -1%[57.1 µM] | 1% | 62% | -4 | -6% | -6% | -5%
Cn1c(C(=O)O)c(C=O)c2ccccc21 | 2% | -2% | -9% | -5% | 31% | -8 | -8% | -1% | -4%
CC1=C(C(=O)N2CCN(C(=O)c3ccco3)CC2)C2(CCC(C)CC2)OC1=O (stereo unspecified) | 6%[57.1 µM] | -9% | 8%[57.1 µM] | -4% | 55%[activator] | -1 | -19% | 3% | 2%
CCOC(=O)c1c(C)[nH]c(C(=O)N/N=C\c2ccccc2O)c1C | 3% | -5% | -3% | -6% | 11% | 2 | -22% | -6% | 16%
Cc1ccc(C)c2sc(NC(=O)c3ccc(S(=O)(=O)N4CCC(C)CC4)cc3)nc12 | 24%[57.1 µM] | -3% | 9%[57.1 µM] | 4% | 31%[57 µM] | -5 | ? | 10% | 3%
CC1(C)NC(=O)N(CCOc2ccc3c(c2)CCC3)C1=O | 2% | i | -2% | -1% | 32% | -2 | 4% | 9% | 0%
O=C(CCSc1ccc(Cl)cc1)N1CCN(S(=O)(=O)c2ccccc2)CC1 | 10% | -2% | -14% | 3% | 63%[activator] | 6 | -14% | -8% | -6%
Cc1nc(Nc2ccc(S(N)(=O)=O)cc2)sc1-c1ccccc1 | 23% | -7% | 11% | 1% | -19% | 1 | -15% | -2% | 9%
Cc1ccsc1C1NC(=O)c2c(sc3c2CCCC3)N1 (stereo unspecified) | 45µM* | -3% | 0% | 4% | -15% | -5 | -22% | -3% | -5%
N#Cc1ccccc1NC(=O)CN1CCN(Cc2ccccc2)CC1 | 18%[57.1 µM] | 0% | 14% | 4% | 14% | 3 | -20% | 1% | -6%
COc1ccc([N+](=O)[O-])cc1NC(=O)C(C)OC(=O)C1CC(=O)N(Cc2ccco2)C1 (stereo unspecified) | 3% | -6% | 7% | 9% | -13% | -7 | -3% | 1% | 10%
O=c1oc2ccc(NS(=O)(=O)c3cccc4cccnc34)cc2s1 | 46%[activator] | -9% | 2% | -8% | -1% | -15 | -13% | -11% | 2%
CCCN(Cc1cccs1)C(=O)Nc1cc(C)cc(C)c1 | 8% | 2% | -8% | 3% | 71%[activator] | 0 | -13% | -3% | 2%
O=C(c1ccccc1)c1ccc(Cn2cc(-c3ccccc3)nn2)cc1 | 21%&-4% | 10% | 2%&-15% | -10% | 44%[activator] | -1 | ? | 3% | -5%
Cc1cc(=O)n(CCC(=O)O)c2ccccc12 | 0% | -8% | -2% | 0% | 17% | 1 | -21% | 0% | -3%
COc1ccc(S(=O)(=O)N(C)CC(=O)Nc2c(F)cccc2F)cc1 | -8% | nt | 2% | 3% | 16% | 3 | -12% | ? | 4%
Cc1noc(C)c1S(=O)(=O)N1CCC(C(=O)N2CCN(c3ccc(Cl)cc3)CC2)CC1 | -6% | -7% | -5% | 0% | 26% | -4 | 2% | 1% | 14%
COc1ccc(CNC(=O)c2ccc(N3CCC4(CC3)CC(c3ccc(Cl)cc3)=NO4)c(NC(=O)c3ccccc3)c2)cc1 | 32%[57.1 µM] | 4% | 21%[57.1 µM] | -8% | 46%[activator] | 0 | -30% | 16% | -2%

Later entries
Structure | rTrxR1 inhibitor | PGK inhibitor | TrxR1 substrate | IDH1 R132H inh | HP1b chromo inh | PI4K2A inh | USP1-UAF1 inh | Pin1 inhibitor | GLS inh
Cc1cc(NC(=O)COc2ccc(Cl)cc2Cl)n(CCC#N)n1 | 27% | -2% | 11% | 0% | 30%[activator] | -1 | -6% | 1% | -2%
COc1ccc(CCN2CN(S(=O)(=O)c3ccccc3)c3nc4ccccc4nc32)cc1 | 14% | -8% | 3% | 1% | 20% | 4 | -9% | -10% | -3%
CCN1C(=O)C(=O)N(CC(=O)NC(C)CCc2ccccc2)C1=O (stereo unspecified) | 15% | 0% | 3% | 9% | 35% | -5 | -20% | 1% | 1%
CCOC(=O)N1CCC(NC(=O)C2=CCN(S(=O)(=O)c3ccc(OC)cc3)CC2)CC1 | 23%[57.1 µM] | -1% | 6%[57.1 µM] | -1% | 55%[activator] | 0 | -1% | 4% | 5%
N#Cc1nc(Cc2cccc3ccccc23)oc1NCCCn1ccnc1 | 3% | 7% | 2% | -4% | -25% | -8 | 2% | 0% | -3%
COC(=O)CSc1nnc(CNC(=O)c2ccccc2F)n1-c1ccc(F)cc1 | -1%[57.1 µM] | 7% | -11%[57.1 µM] | -5% | 28% | 4 | 10% | 0% | -5%
N#Cc1c(N)nc2c(c1N)CC(COc1ccccc1)O2 (stereo unspecified) | 5%[57.1 µM] | i | 6%[57.1 µM] | -1% | 19% | 223 | -4% | -4% | 4%
CCSC1=C(C#N)C(c2cccc(O)c2)CC(=O)N1 (stereo unspecified) | 16% | i | 1% | -10% | 15% | 3 | -17% | -1% | -1%
c1ccc2c(C[C@@H]3CNCCN3CC3CCCCC3)cccc2c1 | -22% | 2% | -10% | -7% | -2% | 3 | -1% | 4% | 15%
Cc1cccc2c1N(CCCOc1ccc(C(C)(C)C)cc1)C(=O)C2=O | 7% | -2% | -10% | -26% | ? | 31 | -21% | ? | -20%
CCSc1nc2nn(-c3ccccc3)c(=O)c-2c2n1CCCCC2 | -12% | -3% | -15% | 0% | -28% | -3 | -1% | 2% | -1%
Cc1cc(C)n(CCC(=O)N2CCc3ccccc32)n1 | 23% | -5% | 0% | 1% | 7%[57 µM] | 7 | -9% | -5% | -18%
Cc1ccc(CNC(=O)CCc2ccccc2)cc1 | -1% | -2% | -10% | 14% | 42%[activator] | 5 | -19% | -4% | -7%
COc1ccc(CNc2cccnc2)c(OC)c1OC | 13% | -7% | 0% | 1% | 44%[activator] | -1 | -16% | -2% | -2%
CCN(CC(=O)Nc1ccc(OC)cc1)CC(=O)Nc1cccc(S(=O)(=O)N2CCOCC2)c1 | nt | -9% | nt | 1% | nt | -1 | -26% | nt | -10%
CC(C)c1ccc(Nc2nnns2)cc1 | -11%[57.1 µM] | 6% | -4%[57.1 µM] | 14% | ? | 3 | -15% | -6% | 19%
CC(C)(NC(=O)c1ccccc1)c1nc2ccccc2s1 | 21%[57.1 µM] | -6% | 5%[57.1 µM] | 1% | ? | -4 | -26% | -1% | 3%
CCN(CC)c1ccc(NC(=O)CSC(=O)c2ccccc2)cc1 | -20% | -9% | -16% | 3% | ? | 31 | -2% | ? | 53%[activator]
C=CCNc1nc(Nc2ccc([N+](=O)[O-])cc2)nc(OC)n1 | 11% | -2% | -2% | 8% | 31% | -2 | -18% | 1% | -7%
N#Cc1ccccc1S(=O)(=O)N1CCN(C(=O)CN2CCCSc3ccccc32)CC1 | -1% | 5% | 2% | -2% | 44% | 2 | -18% | 8% | -6%
COCCn1c(SCC(=O)c2[nH]c(C)c(C(C)=O)c2C)nc2ccccc21 | -5% | -5% | 7% | 0% | 28% | -3 | -11% | -9% | 14%
O=C(c1ccc(F)cc1)N1CCCC(c2nc(-c3ccncc3)no2)C1 (stereo unspecified) | 13%[57.1 µM] | 0% | 10%[57.1 µM] | -4% | 19% | 4 | -6% | 3% | 3%
CCCCS(=O)(=O)c1sc2nc(C)cc(C)c2c1N | 22% | nt | 16% | 4% | 44%[activator] | 1 | -17% | 14% | 11%
CCN(CC(=O)Nc1c(F)cccc1F)C(=O)c1cnccn1 | 9% | 6% | 4% | 6% | 17% | 0 | -10% | -5% | 1%
COc1cc(OC)nc(NC(=O)CSc2nc3ccccc3[nH]2)n1 | 19%[57.1 µM] | nt | 3%[57.1 µM] | 0% | 12% | -2 | 7% | 8% | 12%
Cc1nn(Cc2ccc(C(=O)N3c4ccc(F)cc4CCC3C)o2)c(C)c1Br (stereo unspecified) | ? | -6% | -8% | 2% | 25% | 1 | -11% | -6% | -2%
COc1ccc(CN2CCNC(=O)C2CC(=O)NCc2csc(C(C)C)n2)c(OC)c1 (stereo unspecified) | -14% | 6% | 1% | -8% | 1% | -1 | -9% | 6% | 6%
